# TNF death inh = TNF-alpha cell death inhibition in Jurkat FADD-/- cells; Jurkat FADD-/- TNF necroptosis rescue, ATP luminescence, 24 h; 0 = TNF only, 100 = no-TNF cells; activation (protection from cell death), % at 10 µM; 0.068% of 220,000 active;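 active means activation, meaning protection from cell death, of at least 50% relative to plate controls; inactive means activation below 50%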;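 further: necroptosis triggered by 40 ng/mL TNF-alpha added together with compound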
# CHOP inhibitor = blocks CHOP induction under ER stress; 3.8% of 220,000 active; AID 2732; CHO-K1 CHOP-promoter luciferase, tunicamycin-induced, 15-18 h; inhibition, % at 10 µM;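 active means compounds that reduced the stress-induced luciferase reporter signal by more than about 70% of percent inhibition, limit read from the data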;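 further: 0% = tunicamycin plus vehicle and 100% = wells without tunicamycin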
# MDM2 E3 inh = blocks human Mdm2 ubiquitin ligase activity. cell-based MDM2 ubiquitination luciferase reporter, 2 h; 0 = plate control, 100 = twice control, blank-subtracted. 0.11% of 210,000 active. signal enhancement, % at 5 µM. Q00987;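 active means signal enhancement of 30% or more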;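 further: luminescence tracks abundance of the self-degrading MDM2-luciferase fusion protein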
#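 Assay system: stable mammalian line carrying autodegrading MDM2–luciferase fusion reporter; Input: 2000 cells in each well; Compound dosing: single-point 5 µM; Schedule: 2 h compound exposure at 37 °C; Signal: SteadyLite luciferase luminescence after 15 min room-temperature reagent incubation; Evaluation: % luminescence enhancement versus blank-corrected plate control mean; Benchmarks: plate controls and plate blanks.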
# zfTRPN1 agonist = agonists of zebrafish TRPN1 channel; HEK293 zebrafish TRPN1-YFP, Fluo-8 calcium fluorescence; 100% = response to 87 µM carbachol; activation, % at 3 µM; 0.18% of 220,000 active; AID 1424;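 active means activation above its plate's cutoff, the mean activation of test wells on that plate plus 3 SD, cut at about 19% in these data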;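 further: 0% = DMSO alone and 100% = 87 µM carbachol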
#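 Material: zebrafish TRPN1-YFP in HEK293 cells; Doses: single test compound dose, 3 µM nominal, 0.3% DMSO; Timing: dye loading 1 h at 37 °C, then 30 min room temperature; Technique: intracellular calcium fluorescence with Fluo-8; Benchmarks: high carbachol 87 µM, low DMSO alone.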
# EBV gp42 block = blocks Epstein-Barr virus glycoprotein 42 binding. Fluorescence polarization binding assay, mP read-out. inhibition, % (tested at 21.74 µM). 0.42% of 220,000 active; in the data active means inhibition above about 50%
# Runt-SMMHC FRET = inhibitors of human RUNX1 Runt domain binding to CBFb-SMMHC | Cerulean-Runt/Venus-CBFb-SMMHC FRET ratio 530/480, 1 h | inhibition, % at 20 µM | 0.74% of 220,000 active | AID 1434;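 active means mean inhibition across duplicate retests at 20 µM reaching about 50%, limit read from the data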;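 further: 0% = DMSO wells and 100% = wells with excess untagged CBFb-SMMHC; inhibitors lower the FRET ratio by blocking Runt binding to CBFb-SMMHC; some results filed as inactive read as strong as hits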
# TRPML3 ag = agonists of human TRPML3 channel. AID 1448. HEK293 TRPML3-YFP, Fluo-8 calcium fluorescence; 100% = the carbachol control signal. 0.29% of 220,000 active. activation, % at 3 µM;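 active means activation above its plate's cutoff, the mean activation of the plate's test wells plus 3 SD, cut at about 12% in these data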;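 further: 0% = DMSO only wells and 100% = carbachol wells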
# Target sequence (Q8TDD5 whole entry, looked up): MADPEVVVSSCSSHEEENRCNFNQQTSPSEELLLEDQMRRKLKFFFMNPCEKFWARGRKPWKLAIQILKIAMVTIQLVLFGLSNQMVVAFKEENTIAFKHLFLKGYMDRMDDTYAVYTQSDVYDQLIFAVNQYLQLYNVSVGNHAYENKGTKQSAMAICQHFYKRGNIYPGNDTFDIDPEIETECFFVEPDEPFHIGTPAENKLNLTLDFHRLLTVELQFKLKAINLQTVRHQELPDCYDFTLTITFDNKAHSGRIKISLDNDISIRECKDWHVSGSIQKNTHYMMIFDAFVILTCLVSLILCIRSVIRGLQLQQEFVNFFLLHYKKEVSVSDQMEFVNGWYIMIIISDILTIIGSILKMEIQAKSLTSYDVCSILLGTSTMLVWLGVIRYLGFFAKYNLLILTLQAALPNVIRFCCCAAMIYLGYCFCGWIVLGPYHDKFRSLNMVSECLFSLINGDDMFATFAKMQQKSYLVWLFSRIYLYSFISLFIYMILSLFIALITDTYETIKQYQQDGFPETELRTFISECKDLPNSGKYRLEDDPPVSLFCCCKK
#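 Test system – HEK293 line with stable expression of human TRPML3-YFP channel · Control set – carbachol 87 µM final as high control (100%), DMSO as low control (0%) · Signal – Fluo-8 calcium dye fluorescence, ex 470-495, em 515-575 nm · Incubation – 1-h 37 °C dye load, 5-s basal, 120-s post-compound reads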
# PPC-1+TRAIL kill = kills PPC-1 cancer cells in the presence of TRAIL | PPC-1 cells + TRAIL, ATPLite viability luminescence | cell killing (% activity), % at 4 µM | 0.41% of 220,000 active | AID 1443;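 active means cell killing above 50% in the first pass at 4 µM, then a duplicate retest at 5 µM averaging 50% or more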;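 further: plate controls were cells with TRAIL plus DMSO for no effect and medium-only wells lacking cells for full effect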
# p47phox inh = inhibitors of human p47phox binding. P14598. AID 1274. inhibition, % at 24.7 µM. 0.53% of 220,000 active. p47phox/p22phox peptide binding, fluorescence polarization, 2 h;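 active means inhibition above about 30%, limit read from the data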;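 further: 0% = p47phox with labelled peptide and 100% = labelled peptide alone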
# Target sequence (P14598 whole entry, looked up): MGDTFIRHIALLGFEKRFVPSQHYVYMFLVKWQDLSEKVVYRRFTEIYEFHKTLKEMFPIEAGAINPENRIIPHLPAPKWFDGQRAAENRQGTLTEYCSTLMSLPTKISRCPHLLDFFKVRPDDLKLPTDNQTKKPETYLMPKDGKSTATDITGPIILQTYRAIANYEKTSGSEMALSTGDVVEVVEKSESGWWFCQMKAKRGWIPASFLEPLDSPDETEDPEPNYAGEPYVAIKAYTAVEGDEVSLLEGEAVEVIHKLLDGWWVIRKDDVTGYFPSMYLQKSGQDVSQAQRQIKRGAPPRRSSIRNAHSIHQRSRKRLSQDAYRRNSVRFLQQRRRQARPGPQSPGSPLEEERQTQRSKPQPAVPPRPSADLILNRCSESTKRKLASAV
# Numbers without * were called inactive; . = no result given; [ ] = remark or other dose.
SMILES,TNF death inh,CHOP inhibitor,MDM2 E3 inh,zfTRPN1 agonist,EBV gp42 block,Runt-SMMHC FRET,TRPML3 ag,PPC-1+TRAIL kill,p47phox inh
O=C(CSc1nnc(-c2ccc(S(=O)(=O)N3CCOCC3)cc2)o1)c1ccccc1F,0.4,-3,-3,-0.4,-10,-6,0.5,-5,-16
CCCN(Cc1cc2cc(OC)ccc2[nH]c1=O)C(=O)c1ccncc1,-4.5,17,-8,0.9,-12,-8,0.2,-5,-11
Cc1c(Cl)cccc1NC(=O)CCN1CCCCCC1,1.0,48,8,-0.8,1,2,0.1,-2,-15
COc1cc2nc(Cl)nc(N3CCOCC3)c2cc1OC,0.4,-8,-9,1.4,-6,2,1.0,.,-7
Cc1nn(C)cc1C(=O)Nc1c(C)nn(Cc2ccccc2Cl)c1C,0.3,12,-2,-0.1,-13,-2,0.8,10,-12
CC(=O)N(c1ccc(C)cc1)C1C=CS(=O)(=O)C1 (centres undefined),2.3,-20,-12,-0.1,-8,-4,0.3,5,-7
Cc1ccc(S(=O)(=O)NCC2CCC(C(=O)NCCCOC(C)C)CC2)cc1 (centres undefined),0.0,-13,-17,0.7,-14,-1,0.1,17,-11
CCOc1cc(NS(=O)(=O)CC)c(OCC)cc1NC(=O)c1ccco1,-0.8,7,-10,0.8,-2,-4,-0.4,-13,-8
COc1ccccc1NC(=O)C(NC(=O)OC(C)(C)C)C(C)OCc1ccccc1 (centres undefined),-5.5,38,-10,-3.3,-6,-1,-1.3,-2,-18
CC(C)c1ccc(-c2nc(N3CCCCCC3)nc3n[nH]c(N)c23)cc1,-1.1,80*,-2,-0.4,-1,1,0.2,15,-10
C/C(=N\Nc1ccc(Cl)c(C(=O)O)c1)c1cccs1,4.9,2,-2,0.1,-7,-4,-0.6,7,0
CCOC(=O)c1cccc(NC(=O)c2ccco2)c1,-1.0,27,-19,0.2,-31,-6,0.0,24,-3
O=C1CC(Cc2ccc(Cl)cc2)C(=O)N1c1ccccn1 (centres undefined),-0.1,17,-18,-0.5,-21,2,1.0,-10,-5
COC(=O)c1ccc(COc2ccc(/C=C(\C#N)c3nc4ccccc4[nH]3)cc2OC)o1,-8.8,38,-33,2.1,-42,-57,0.2,4,-113
N#CCSc1nc2ccccc2c(=O)n1CC1CCCC1,1.2,35,5,-0.6,8,-1,-0.7,12,-1
O=S(=O)(c1ccccc1)c1nc(-c2ccccc2Cl)oc1NCCN1CCOCC1,0.8,10,-15,0.1,13,-5,-0.2,-1,-9
Cc1nc(NCC2CCCO2)[nH]c(=O)c1CCC(C)C (centres undefined),0.5,26,-24,-0.8,-9,3,0.5,-8,-6
COC(=O)c1sccc1NC(=O)CNC(=O)c1ccccc1,0.3,6,-6,0.3,5,-2,0.5,11,0
O=c1[nH]c2ccc(NS(=O)(=O)c3ccc(Cl)cc3)cc2[nH]1,-1.7,-3,-17,-0.4,6,-3,0.5,8,2
CN1CCN(c2nc3c(c(=O)[nH]c(=O)n3C)n2CC(N)=O)CC1,-1.3,24,-6,0.0,-9,1,0.1,-8,6
CCC(=O)N/C(N)=N/c1nc2ccccc2o1,-0.5,-8,-18,0.7,4,0,0.5,10,3
CCOC(=O)c1cc(NC(=O)/C=C\C(=O)O)ccc1Cl,0.0,2,-14,-0.3,-10,-5,0.3,21,-4
O=C(COC(=O)c1ccccc1NC(=O)C1CC1)c1ccc2c(c1)OCCO2,-0.6,1,-12,-0.5,-16,2,-0.2,11,-7
Cc1nc(N)c(CC(Br)CBr)c(Cl)n1 (centres undefined),0.8,32,2,1.6,-17,1,0.1,-1,-3
COc1cc2c(cc1OC)C(c1ccc3c(c1)OCO3)CC(=O)N2 (centres undefined),-0.5,18,8,0.0,24,-1,0.8,7,-9
Cc1ccc(CC2C(=O)N(c3ccc(C)cc3)C(=O)C2C)cc1 (centres undefined),1.8,-9,-6,-1.2,8,0,-0.8,.,4
NC(=O)CSc1nnc(CSc2ncccn2)n1-c1ccccc1,-0.1,7,-12,1.0,-14,1,-0.3,22,-3
COc1ccccc1NC(=O)NCC(c1ccco1)N1CCCCC1 (centres undefined),3.2,-5,-19,-0.2,0,-1,-0.4,8,-9
COc1ccc(NC(=O)c2nc[nH]c2C(=O)N(C)Cc2ccccc2)cc1,-0.4,25,9,.,-11,1,.,-9,5
O=C(c1cc(-c2ccc(Cl)cc2)n(-c2cc(Cl)ccc2Cl)n1)N1CCOCC1,-8.1,60,-9,-1.0,-7,-3,0.8,-6,-3
O=C(c1ccc(Br)o1)N1CCCc2ccccc21,-1.7,27,11,-0.2,-14,0,0.3,11,-9
CNS(=O)(=O)c1cccc(C(=O)OCC(=O)Nc2ccc(-c3nc4ccc(C)cc4s3)cc2)c1,6.2,14,-40,1.4,-30,-3,0.6,39[5 µM],-52
CC(C)OC(=O)CN1C(=O)S/C(=C/c2ccc(N3CCCCC3)o2)C1=O,3.3,40,-7,0.2,-157,15,0.9,0,-97
Nc1nc(CCl)nc(Nc2ccccc2)n1,-11,-31,1,-0.9,-5,1,0.8,24,-5
O=C(Nc1ccccc1)C1=C(O)CC(c2ccoc2)CC1=Nc1ccccc1 (centres undefined),-1.4,36,-14,0.3,-19,12,0.4,24,-26
CCN(CC)S(=O)(=O)c1ccc(NC(=O)c2nc3nc(C)cc(C)n3n2)cc1,0.1,-7,.,2.0,-25,1,1.3,22,-7
COC(=O)Cn1ncc2c3ccccc3n(Cc3ccccc3)c2c1=O,-1.4,13,-2,-0.9,-2,0,-0.3,2,-16
O=C(CCCCCn1c(=O)[nH]c2ccccc2c1=O)NCCCN1CCN(c2ccccc2F)CC1,-5.9,2,-8,2.6,-16,0,1.1,12,-8
CCOc1cc(N2CCOCC2)c(OCC)cc1NC(=O)CN1C(=O)NC(Cc2ccccc2)C1=O (centres undefined),0.2,-3,-9,1.5,-11,-1,0.6,6,2
O=C(Nc1ccc2[nH]c(=O)[nH]c2c1)C(F)(F)F,-0.3,14,-14,1.9,-20,2,1.0,-2,3
O=C(NC1CC1)C1=C[C@@H](c2csc3ccccc23)C[C@@H](OCc2ccc(CO)cc2)O1,1.4,16,.,1.3,-1,-1,0.3,4,.
CC(C)CNC(=O)C(=O)NCc1ccccc1,2.0,9,-6,0.8,4,-8,0.6,21,-13
COc1ccc(/C=N/NC(=O)C2c3ccccc3Oc3ccccc32)c(OC)c1,-3.9,27,-3,-0.2,-16,0,0.2,12,-3
COc1ccc(/C=C/C(=O)c2cc(Br)ccc2OC(=O)c2ccco2)cc1OC,1.0,-93,6,0.7,-15,-20,-0.3,14,-21
CSc1nnnn1-c1ccc(C)c(Cl)c1,1.4,-17,-4,-0.4,-12,4,-0.2,26,-14
COc1cc(/C=N/Nc2nc(=O)[nH]nc2C)ccc1O,0.0,14,-6,0.9,-2,-2,0.2,4,-9
CCOc1ccc(C(=O)n2cnnc2N)cc1,-1.1,-26,.,-0.6,-25,-5,0.1,8,2
O=C(NCCCN1CCOCC1)c1cc2c(s1)CSC2,0.0,-24,-11,1.0,2,-2,1.2,19,-10
CCCC(=O)C1=C(O)C(C(=O)OC)C(C)(C)CC1=Nc1ccncc1 (centres undefined),0.2,23,0,0.6,-16,3,0.8,4,-4
CCOC(=O)c1ccc(NC(=O)CN2C(=O)CCC2=O)cc1,-1.2,-4,-6,0.0,-6,1,-0.9,12,-2
CC(=O)N1[C@H](C)C=C[C@]1(Cc1ccccc1)C(=O)NCc1cc(F)cc(C(F)(F)F)c1,-0.4,21,.,2.1,-14,-1,-0.5,-6,0
CCCCCCCC(=O)N/N=C/c1ccncc1,0.0,1,-13,0.7,4,2,-0.2,-4,8
COc1ccc(S(=O)(=O)N(C)c2ccc(C(=O)N3CCCCC3)cc2)cc1OC,-3.5,38,2,5.3,-13,0,3.3,8,-4
c1ccc(COCCN2CCN(CCOCc3ccccc3)CC2)cc1,1.1,31,-12,-0.5,-10,-1,0.9,-15,-16
COc1ccc(-c2cc(C(F)(F)F)nc(N3CCN(C)CC3)n2)cc1,0.3,61,-6,1.2,1,-3,-0.2,17,-7
Nc1nc(Br)c2ccccc2c1-c1ccccc1,-1.5,48,0,-0.9,-11,44,-0.8,2,-12
COc1ccc(S(=O)(=O)N2CC(O)CC2C(=O)OCC(=O)Nc2ccc(Cl)cn2)cc1 (centres undefined),0.5,6,-5,-0.6,-14,4,-0.3,40,-13
CCOc1ccc(OCCn2nnc3ccccc3c2=O)cc1,1.3,-11,-19,-0.3,-19,2,-0.4,-4,3
COc1cccc(-c2ccc(SCC(=O)c3ccccc3)nn2)c1,0.5,2,-12,-0.6,-8,-4,0.1,19,-25
O=C(O)C1CC(=O)N(C2CCCCC2)C1c1ccccc1 (centres undefined),1.0,9,-13,2.9,14,1,1.1,27,-9

# An excerpt of these results, with values under each structure.
# The line under a structure holds: TNF death inh, CHOP inhibitor, MDM2 E3 inh, zfTRPN1 agonist, EBV gp42 block, Runt-SMMHC FRET, TRPML3 ag, PPC-1+TRAIL kill, p47phox inh
> CCOc1ccc(OCCn2nnc3ccccc3c2=O)cc1
→ 1.3, -11, -19, -0.3, -19, 2, -0.4, -4, 3
> COc1ccc(S(=O)(=O)N2CC(O)CC2C(=O)OCC(=O)Nc2ccc(Cl)cn2)cc1 (centres undefined)
→ 0.5, 6, -5, -0.6, -14, 4, -0.3, 40, -13
> CCOC(=O)c1ccc(NC(=O)CN2C(=O)CCC2=O)cc1
→ -1.2, -4, -6, 0.0, -6, 1, -0.9, 12, -2

# (cont.)
SMILES,TNF death inh,CHOP inhibitor,MDM2 E3 inh,zfTRPN1 agonist,EBV gp42 block,Runt-SMMHC FRET,TRPML3 ag,PPC-1+TRAIL kill,p47phox inh
O=C(CSc1ncccn1)N1CCN(C(c2ccccc2)c2ccccc2)CC1,-0.6,-9,-24,0.1,-63,11,-0.1,19,-13
c1ccc(Oc2cccc(NC3=NCCC3)c2)cc1,-2.3,-26,-5,-0.6,-19,-1,-0.1,-5,1
Cc1nnc(SCCn2c(N3CCC(C)CC3)nc3c2c(=O)[nH]c(=O)n3C)s1,-1.0,-29,5,0.2,0,-2,0.1,26,-3
Cc1cc(=O)c2cccc(Br)c2[nH]1,-1.0,22,-7,0.9,-6,0,1.0,-6,0
CCOC(=O)C1=C(C)N(c2ccccc2)C(=O)C1CC(=O)O (centres undefined),-0.2,7,-11,0.5,-6,1,-0.3,3,-3
Cc1nc(-c2cc(-c3nc(-c4cc(C(F)(F)F)cc(C(F)(F)F)c4)no3)no2)cs1,1.1,4,-12,2.1,-12,-4,1.1,-13,-28
Cc1ccc(S(=O)(=O)NCCc2ccc(S(N)(=O)=O)cc2)cc1,0.9,25,-17,0.5,-22,-5,0.8,-36,-8
CCc1ccccc1N(CC(=O)N1CCN(c2ccccc2F)CC1)S(C)(=O)=O,-0.3,25,-1,-0.2,-12,-2,0.1,33,-13
CC(C)C(C(=O)Nc1ncn[nH]1)N1C(=O)c2ccccc2C1=O (centres undefined),-1.7,27,10,-0.4,-4,-1,1.2,34,-7
